LDHA block: inhibitors of human lactate dehydrogenase A. 0.15% of 480,000 active. activity change, % (values are at about 110 or 230 µM). purified LDHA, NADH/diaphorase-resazurin fluorescence; stronger effect = lower value; in the data active means activity change below about -30%; inconclusive means mostly about -25% to -30%;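 further: plate controls were DMSO wells for no effect and wells without enzyme for full effect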
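Human LDH5 at 2 nM final in Tris HCl pH 7.4 with 0.06 mM NADH and 0.2 mM pyruvate, reacted 5 minutes at room temperature. Remaining NADH coupled via diaphorase/resazurin; resorufin fluorescence read at 0 and 20 minutes, normalized to enzyme-free and DMSO wells.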
ALOX12 inh: inhibitors of human 12S-lipoxygenase ALOX12. Potency, µM (doses to about 108 µM), for the others: at the highest dose activity change, negative = inhibition, usual class: inhibitors. 1.1% of 580,000 active. P18054. purified 12hLO, xylenol orange hydroperoxide absorbance. AID 1671190; active means well fitted inhibition curve with a large enough effect; inconclusive means small, poorly fitted or top-dose-only effect, or another doubt; inactive means no such curve, though single readings can be large or run the other way; further: potency means the concentration at half of the fitted maximal effect
Target sequence (P18054 whole entry, looked up): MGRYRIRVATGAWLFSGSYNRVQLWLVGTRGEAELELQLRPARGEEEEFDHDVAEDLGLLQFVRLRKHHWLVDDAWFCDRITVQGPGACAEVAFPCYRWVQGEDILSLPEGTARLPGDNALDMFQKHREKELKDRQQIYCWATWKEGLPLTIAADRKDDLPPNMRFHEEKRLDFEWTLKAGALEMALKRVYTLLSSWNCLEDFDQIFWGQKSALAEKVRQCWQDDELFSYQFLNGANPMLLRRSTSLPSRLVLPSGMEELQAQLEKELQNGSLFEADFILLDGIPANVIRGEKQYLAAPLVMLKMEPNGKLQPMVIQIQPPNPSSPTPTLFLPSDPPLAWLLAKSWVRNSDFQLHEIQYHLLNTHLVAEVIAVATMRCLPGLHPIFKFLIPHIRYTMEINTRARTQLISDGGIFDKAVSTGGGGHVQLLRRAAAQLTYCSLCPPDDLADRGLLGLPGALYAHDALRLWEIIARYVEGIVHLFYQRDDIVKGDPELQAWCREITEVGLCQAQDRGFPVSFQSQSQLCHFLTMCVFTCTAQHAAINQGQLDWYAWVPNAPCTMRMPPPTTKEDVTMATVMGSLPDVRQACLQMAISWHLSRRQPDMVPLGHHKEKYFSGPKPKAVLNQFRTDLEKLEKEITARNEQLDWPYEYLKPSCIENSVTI
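Purified human 12hLO (150 nM final) in 25 mM Hepes, 0.01% Triton X-100, pH 7.0 was preincubated 15 min at room temperature with compound. Then 40 uM arachidonic acid was added, 30 min. Hydroperoxide was read by Fe-XO absorbance ratio 573/405 nm.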
* marks the source's active call; other numbers are inactive results; ? = inconclusive; [ ] = another dose, or the depositor's remark. Unless noted, on the % scale 0 is the no-effect control and ±100 the full control effect. Only part of the results is shown. The share of hits here may be higher or lower than overall.

SMILES	LDHA block	ALOX12 inh
CC1(C(=O)NS(=O)(=O)Cc2ccccc2C(F)(F)F)CCN1C(=O)Cc1ccccc1 (configuration not stated)	-2.6	-12.3%
O=C(OCCOc1ccccc1Cl)c1cc(=O)c2cc(Cl)ccc2o1	1.7	12.2%
CCOC(=O)c1ccc(NC(=O)CCC2CCCC2)cc1	-13.5	17.2%
COc1cc(C#N)ccc1OCc1ccc(OC)c(OC)c1Br	7.8	-2.6%
CC1Sc2ccc(C(=O)NOCc3ccccc3)cc2NC1=O (configuration not stated)	4.0	-5.3%
COC(=O)c1cc(S(=O)(=O)Nc2ccc(C)cc2Cl)c[nH]1	-0.1	?
CSC1=N/C(=C\c2sccc2C)C(=O)S1	-1.9	-8.9%
COc1cc(C(=O)OCCO)ccc1OCc1ccc(Cl)cc1	-7.7	-3.2%
C[C@H](O)[C@@H]1CN2CCc3c([nH]c4ccccc34)[C@@H]2C[C@@H]1N(C)C(=S)NCCc1ccccc1	-3.4	?
COc1cc(C2C3=C(CCCC3=O)OC3=C2C(=O)CCC3)ccc1OCc1cccc(F)c1	0.2	6.8%
O=C(c1ccccc1)C1CCCN1C(=O)C(F)(F)F (configuration not stated)	2.3	31.7%
CC1(C)Cc2cccc(OCc3ccc(C(N)=O)cc3)c2O1	4.3	?
Cc1ccc(CN(C)Cc2ccccc2C)o1	5.0	42.7%[activator]
CNc1nnc(SCc2cccc(C#N)c2)s1	1.4	?
CC1(C)OC2OC(C(=O)Oc3ccccc3)C3OC(C)(C)OC3C2O1 (configuration not stated)	-18.7	-24.5%
Cc1cccc(C(C)C)c1NC(=O)c1ccc(Cl)cc1F	-1.6	4.0%
CCOC(=O)c1c(NC(=O)C(=O)NCc2ccccc2)sc2c1CC(C)(C)OC2	7.5	15.8%
Cc1ccc(-c2nonc2NC(=O)c2ccccc2Br)cc1	-0.2	-22.5%
Cc1cc(C)c2c(=O)cc(C(=O)NCC(c3cccs3)N3CCCC3)oc2c1 (configuration not stated)	3.2	?
CC1(C(=O)NS(=O)(=O)C2CC2)CCN(C(=O)c2ccc3c(c2)OCO3)C1 (configuration not stated)	-11.5	-19.6%
CCC(c1nc2ccccc2[nH]1)n1c(=O)c(-c2cccnc2)nc2ccccc21 (configuration not stated)	0.6	0.8%
COc1cccc(C(O)c2nc(-c3ccccc3C)cs2)c1 (configuration not stated)	-0.6	4.2%
N#Cc1ccc(-c2nc3ccc(Br)cn3c2Cc2cccc(Cl)c2)cc1	-2.3	?
CCCCCCOC(=O)c1ccc(NS(=O)(=O)c2cccc3cccnc23)cc1	11.0	-9.1%
C=CCC1(Nc2c(C)cccc2CC)CCCCC1	3.4	?

Next compounds.
SMILES	LDHA block	ALOX12 inh
CC(C)c1cccc(-c2csc(C(O)c3ccc(F)c(F)c3)n2)c1 (configuration not stated)	-3.1	-29.0%
Cn1nc(C(C)(C)C)cc1NC(=O)C1(C)CCN1C(=O)CC(c1ccccc1)c1ccccc1 (configuration not stated)	-3.8	-1.9%
C#CCN(Cc1ccc(F)cc1)C(=O)C1CCCN(c2ncccn2)C1 (configuration not stated)	13.8	-25.2%
O=S(=O)(CC(CN1CCOCC1)N1CCCCC1)c1ccc2ccccc2c1 (configuration not stated)	-11.1	?
COc1cc(NC(=O)C2(C)CCN2C(C)C)cc(OC)c1OC (configuration not stated)	-9.2	-1.6%
CCOC(=O)C(=O)Nc1ccc(OCC(C)C)cc1	3.1	3.5%
Fc1ccc(COc2ccc3ccccc3c2CNCc2ccncc2)cc1	9.3	-11.8%
COc1cccc(C(c2nnnn2-c2c(C)cccc2C)N2CCN(C/C=C/c3ccccc3)CC2)c1OC (configuration not stated)	-1.0	?
CCOC(=O)c1cc(NCc2cccc(Cl)c2Cl)ccc1N1CCOCC1	-8.3	?
Cn1c(=O)c2cc(NC(=S)NC3CCCCC3)ccc2n1Cc1cccc(C(F)(F)F)c1	-4.3	?
COc1cc(C(=O)Nc2ccc3oc(-c4ccccc4F)cc(=O)c3c2)cc(OC)c1OC	7.8	-102.6%
Brc1ccc(CSc2ccc(-c3ccccn3)nn2)cc1	-31.1*	8.2%
Cc1cccc(N2CC(C(=O)Nc3ccc(S(=O)(=O)Nc4ncccn4)cc3)CC2=O)c1C (configuration not stated)	2.6	-22.9%
O=C(Nc1ccc(F)cc1)C(c1ccncc1)N1CCN(CC(=O)N2CCCC2)CC1 (configuration not stated)	2.7	-21.5%
COc1ccc(CNC(=O)c2ncoc2-c2cccc(Cl)c2)cc1OC	-13.3	-40.9%
Cc1ccc2[nH]c(C(=O)NCCOc3ccccc3)cc2c1	4.1	?
CC(=O)N(CCC1(c2ccc(C)cc2)CCOC(C(C)C)C1)Cc1ccccc1 (configuration not stated)	1.1	?
CN1CCN(C(C(=O)O)c2cn(C)c3cc(C(=O)O)ccc23)CC1 (configuration not stated)	5.8	?
CN(CC(=O)Nc1ccc(Nc2ccccc2)cc1)S(=O)(=O)c1ccccc1	5.2	?
COCCN1CCn2c(nc3cc(C(=O)NC(C)C)ccc32)C1	-6.2	-16.2%
CCCCCCn1cc(CN2CC(N3CCN(Cc4ccccc4F)CC3)CS2(=O)=O)nn1 (configuration not stated)	-8.2	?
CC(CCc1ccccc1)NC(=O)C1CC1C (configuration not stated)	-6.9	-10.3%
CCNc1nc(SCC(=O)NC)nc2ccccc12	2.3	-14.3%
S=C(NCc1ccco1)Nc1ccc(Br)cc1	2.5	?
Cc1cccc(C)c1-n1nnnc1C(c1ccnc2ccccc12)N(Cc1ccccc1)Cc1ccccc1 (configuration not stated)	0.3	0.0%

The list continues:
SMILES	LDHA block	ALOX12 inh
O=C(CCc1ccc(-c2ccccc2)o1)NC1CCS(=O)(=O)C1 (configuration not stated)	-2.1	21.1%
Cc1nc2ccccc2nc1COC(=O)c1cccnc1	6.0	?
CCC(C)NC(=O)CCNC(=O)c1ccc2nc(C)c(C)nc2c1 (configuration not stated)	4.3	?
CCC1CCCCN1C(=O)c1ccccc1Br (configuration not stated)	0.2	-29.6%
CCOc1ccc(CN(Cc2ccccc2)Cc2cc(=O)n3ccc(C)cc3n2)cc1	0.4	6.5%
O=C(OCCc1ccccc1)c1ccc([N+](=O)[O-])cc1	-16.0	-33.1%
NC(=O)c1ccc(CN(CC2CCOC2)C2CC2)cc1 (configuration not stated)	-1.2	?
OCCN1CCN(c2ncnc3c2ncn3[C@H]2CN(Cc3ccc(F)cc3)C[C@@H](CO)O2)CC1	2.3	2.1%
CCOC(=O)[C@]12CCC=C1N(Cc1ccco1)C(=O)[C@H](CC(=O)NCC1CCCCC1)C2	1.7	5.8%
COc1ccc(S(=O)(=O)N(CC(F)(F)F)C2CC2)c2cccnc12	9.8	-3.0%
O=S(=O)(c1ccc2oc(Nc3ccc(F)c(F)c3)nc2c1)N1CCCCC1	4.5	9.4%
COc1cc(CNc2ncnc3c2ncn3[C@H]2CN(Cc3ccco3)C[C@@H](CO)O2)cc(OC)c1OC	-0.4	1.3%
Nc1nc2c(s1)C(c1cccc(OCc3ccccc3F)c1)CC(=O)N2 (configuration not stated)	63.6	?
O=C1C(=O)N(CCN2CCOCC2)C(c2cccc(F)c2)/C1=C(\O)c1ccc(Br)cc1 (configuration not stated)	-0.4	-4.3%
CCn1cc(Br)c(C(=O)Nn2c(C)nc3sc4c(c3c2=O)CCC(C)C4)n1 (configuration not stated)	-2.6	-3.9%
O=C(/C=C/c1cc2ccccc2nc1N1CCOCC1)c1cccc(O)c1	-18.2	15.8µM*
COc1ccc(CNC(=O)Cc2c(C)c3ccc(OC)c(OC)c3oc2=O)cc1	0.3	6.7%
O=C(O)c1ccccc1-c1cccc2nncn12	-20.2	?
Cc1ccc2cccc(NC(=O)c3ccccc3)c2n1	4.0	25.8%
CS(=O)(=O)NCCCNc1nc2ccccc2o1	-0.3	-1.5%
Cc1cc(C(=O)Nc2ccc(I)cc2)c(C)o1	8.3	?
O=C(/C=C/c1ccncc1)NCCc1ccc(F)cc1	0.8	-1.6%
O=C1CCCN1CC(=O)N1CCCC(c2nc3ccccc3o2)C1 (configuration not stated)	2.0	44.8%[activator]
CSc1cccc(N/C=C/C(=O)c2ccc(C)c(C)c2)c1	6.0	?
CN(CC(=O)N(C)C1CCCc2ccccc21)c1ncnc2nc[nH]c12 (configuration not stated)	1.5	29.2%

Entries above marked active in ALOX12 inh.
mol	ALOX12 inh
O=C(/C=C/c1cc2ccccc2nc1N1CCOCC1)c1cccc(O)c1	15.8µM*

Other entries follow.
SMILES	LDHA block	ALOX12 inh
CCN1CCCC1CNC(=O)CCc1nc2ccccc2[nH]1 (configuration not stated)	-19.4	30.5%
O=C1O[C@@H](c2ccccc2)C[C@@H](O)C(=O)CCc2ccccc21	1.4	0.0%
CCCCc1ccc(CC(=O)NCc2coc(-c3cccs3)n2)cc1	5.2	-38.6%
COc1cccc(C(=O)N2CCC2(C)C(=O)O)c1 (configuration not stated)	-7.0	-13.9%
Oc1cc(C2CCCCC2)cc(C2CCCCC2)c1	-3.0	-19.3%
CCNC(=O)C1(C)CCN(C(=O)c2ccc3c(c2)OCO3)C1 (configuration not stated)	-2.0	2.5%
CCCC[C@@H]1Cc2[nH][nH]c(=O)c2[C@H](c2ccc(C(C)C)cc2)O1	4.9	-28.0%
Cc1cccc(C)c1NC(=O)C(C1CC1)n1c(-c2ccc(C(F)(F)F)cc2)nc2ccccc21 (configuration not stated)	0.9	?
CCC(C)[C@H](NC(=O)NCc1ccccc1)C(=O)OC (some centres not stated)	-0.9	2.5%
Cc1cc2nc(C(=O)Nc3ccc(C(C)C)cc3)c(=O)n(C)c2cc1C	2.7	-28.6%
CC(NC(=O)c1ccc2ccccc2n1)c1ccc(Cl)c(Cl)c1 (configuration not stated)	-1.0	-17.2%
CC(=O)Nc1ccc(CNc2nc(NCCN(C)C)nc3cc(-c4ccccc4)sc23)cc1	0.3	?
Fc1ccccc1CN1CCc2ccccc2C1	-1.3	?
O=C(Cn1c(=O)oc2cc(S(=O)(=O)N3CCOCC3)ccc21)c1ccc2c(c1)OCCO2	9.3	1.8%
CC(C)OC(=O)/C(C#N)=C/c1ccc(-c2ccccc2Cl)o1	8.2	?
NC(=O)c1cccc(CNC(=O)C2CCCC2)c1	-21.5	-29.5%
CCCCCn1nc(C(=O)N2CCCC(c3nc4ccccc4s3)C2)c2ccccc2c1=O (configuration not stated)	-7.2	31.4%
Clc1cc2[nH]c3c(c2cc1Cl)CCCC3	-0.7	-27.3%
O=C1/C(=C/c2ccc(F)cc2)C(c2ccccc2)Oc2ccccc21 (configuration not stated)	11.1	-14.6%
OCCCc1nc2ccccc2s1	0.0	1.9%
CCCCn1c(N)c(N(C(=O)c2cc3c(s2)CCC3)C2CCCC2)c(=O)[nH]c1=O	-8.0	-28.0%
CCCOc1ccc(C(CC(=O)O)NC(=O)c2ccccc2F)cc1 (configuration not stated)	1.7	0.4%
O=C(CSc1ncc(-c2ccc(F)cc2)o1)Nc1cc(F)ccc1F	-17.4	?
CCc1nc2c(OCc3cccc(Cl)c3)cccn2c1N(C)C(C)=O	-7.7	0.1%
CC(=O)N1CCc2cc(NC(=O)C3(C)CCN3CCc3ccccc3)ccc21 (configuration not stated)	0.9	12.6%

Random excerpt: 2 records from the list
SMILES	LDHA block	ALOX12 inh
CCNC(=O)C1(C)CCN(C(=O)c2ccc3c(c2)OCO3)C1 (configuration not stated)	-2.0	2.5%
Oc1cc(C2CCCCC2)cc(C2CCCCC2)c1	-3.0	-19.3%

Additional compounds follow:
SMILES	LDHA block	ALOX12 inh
O=C(CCC(=O)c1ccc2c(c1)OCCO2)OCC(=O)c1ccc(Cl)c(Cl)c1	9.4	-38.7%
CC(C)c1ccc(CC(=O)N2CCC2(C)C(=O)Nc2ccc3c(c2)OCCO3)cc1 (configuration not stated)	-0.5	1.1%
CCc1nc2c(OCC(=O)C(C)(C)C)cccn2c1N(C=O)Cc1ccc(OC)cc1	0.5	0.1%
O=c1[nH][nH]c2c1[C@H](c1ccc(F)cc1)O[C@H](CCc1ccccc1)C2	2.3	-26.8%
COc1ccc2oc(=O)c(/C(C)=N/O)cc2c1	0.1	?
CC(C)c1cnc2c(c1SCCN1CCOCC1)c(=O)n(C)c(=O)n2C	0.8	-34.0%
CC(C)CN1CCC(NC(=O)NCCc2cccc3cccnc23)CC1	-8.5	-3.7%
Cc1ccc(-c2c3c(=O)n(C)c(=O)n(C)c3c3n2CCOC3c2coc3ccccc3c2=O)cc1 (configuration not stated)	6.2	?
Cc1ccc2[nH]c(=O)c(-c3noc(CCCC(=O)NCC(C)C)n3)cc2c1	5.2	10.0%
OC(c1ccc(-c2ccccc2)cc1)c1ncc(-c2ccccc2Cl)[nH]1 (configuration not stated)	-9.2	14.7%
CC(C)CC(=O)Nc1ccccc1	-14.7	13.1%
CCOC(=O)c1ccc(NC(=O)N2CCN(Cc3nc(-c4ccccc4)oc3C)CC2)cc1	6.0	?
CCCCCc1ccc(-c2ccc(C3CCC(CCCCC)CC3)cc2)nc1 (configuration not stated)	5.6	-6.0%

Arranged by SMILES length (ascending): five of the compounds above
SMILES	LDHA block	ALOX12 inh
COc1ccc2oc(=O)c(/C(C)=N/O)cc2c1	0.1	?
CC(C)c1cnc2c(c1SCCN1CCOCC1)c(=O)n(C)c(=O)n2C	0.8	-34.0%
OC(c1ccc(-c2ccccc2)cc1)c1ncc(-c2ccccc2Cl)[nH]1 (configuration not stated)	-9.2	14.7%
CCc1nc2c(OCC(=O)C(C)(C)C)cccn2c1N(C=O)Cc1ccc(OC)cc1	0.5	0.1%
CCOC(=O)c1ccc(NC(=O)N2CCN(Cc3nc(-c4ccccc4)oc3C)CC2)cc1	6.0	?
